NTR1 agonist: agonists of NTR1, primary screen, imaging, U2OS cells, beta-arrestin-GFP, high content (AID 493036) | Neurotensin receptor type 1 (Homo sapiens), P30989 | NTR1-U2OS beta-arrestin-GFP spot imaging, agonist mode | activation, % at 20 µM | 330,000 tested, 0.17% active;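 active = activation at or above 40% of the spot to cytoplasm intensity ratio, with at least 20 cells analyzed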;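 note: 0% = DMSO without peptide and 100% = 100 nM NTR1 peptide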
Target sequence (P30989 whole entry, looked up): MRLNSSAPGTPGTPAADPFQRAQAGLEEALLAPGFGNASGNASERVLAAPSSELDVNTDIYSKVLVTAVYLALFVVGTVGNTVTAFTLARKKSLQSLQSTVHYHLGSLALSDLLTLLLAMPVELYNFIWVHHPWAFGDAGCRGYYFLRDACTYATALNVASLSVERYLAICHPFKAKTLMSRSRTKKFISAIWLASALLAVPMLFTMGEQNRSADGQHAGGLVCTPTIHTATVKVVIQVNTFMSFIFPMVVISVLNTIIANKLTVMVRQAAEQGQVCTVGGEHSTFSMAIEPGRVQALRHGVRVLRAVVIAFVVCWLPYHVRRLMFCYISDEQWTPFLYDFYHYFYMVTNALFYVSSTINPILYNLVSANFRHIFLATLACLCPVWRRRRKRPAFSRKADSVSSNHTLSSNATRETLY
NS5 inhibitors: Dengue-2 NS5 methyltransferase inhibitors, primary screen, biochemical, confirmation dose response (AID 588689); Genome polyprotein (Dengue virus type 2 (strain 16681-PDK53)); Dengue-2 NS5 methyltransferase capping enzyme assay, biochemical; higher % means a stronger effect; inhibition, % at 25 µM, or IC50 in µM where a hit was titrated; 340,000 tested, 0.3% active; in the data active = a potency from the dose series
UTI89 phage lysis: inhibition of K1F phage lysis, E. coli UTI89, bacterial capsule biogenesis inhibitors, alamar blue (AID 488966); E. coli UTI89 K1F phage lysis, alamar blue, 2 h; higher % means a stronger effect; inhibition, % at 100 µM; hits with a dose series show IC50 in µM; 340,000 tested, 0.02% active;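 active = phage lysis inhibition, versus mean bacterial control, above a set limit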;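 note: capsule biogenesis inhibitors block K1F phage lysis so surviving cells raise fluorescence; higher fluorescence means more inhibition of phage lysis; actives were called in the ten point dose series up to 300 µM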
NTR1 agonist cell count 20 µM: also measured in NTR1 agonist; calls as there; cell count; measured here: cell count, cytotoxicity flag
NS5 inhibitors pilot replicate: second read-out of NS5 inhibitors, no call of its own (marks repeat the call); inhibition, %; measured here: pilot screen replicate inhibition
* marks the source's active call; other numbers are inactive results; [ ] = another dose, or the depositor's remark.

Results for O=C(NCCC1CCCCN1S(=O)(=O)c1cccs1)C(=O)Nc1ccc(F)cc1 (configuration not stated) ?
NTR1 agonist: 0.7; NS5 inhibitors: 3%; UTI89 phage lysis: 1.1%[50 µM]; NTR1 agonist cell count 20 µM: 34

How did CC(OC(=O)/C(C#N)=C/c1ccc(N(C)C)cc1)C(=O)N(C)c1ccccc1 (configuration not stated) do in these assays?
NTR1 agonist: -0.3; NS5 inhibitors: -55%; UTI89 phage lysis: 4.6%; NTR1 agonist cell count 20 µM: 49

Results for COC(=O)[C@@]1(C)[C@H]2C(=O)N(Cc3ccccc3)C(=O)[C@H]2[C@H]2CN=C(SCC(=O)c3ccccc3)N21 ?
NTR1 agonist: 0.2; NS5 inhibitors: -6%; UTI89 phage lysis: 0.1%; NTR1 agonist cell count 20 µM: 56; NS5 inhibitors pilot replicate: 4.9

Results for CCOC(=O)c1c(NC(=O)CSc2nnc(-c3ccc(Cl)cc3)o2)sc2c1CCC2 ?
NTR1 agonist: 4.5; NS5 inhibitors: 2%; UTI89 phage lysis: -0.1%; NTR1 agonist cell count 20 µM: 55

How did CCn1c(SCC(=O)N(C)CCC#N)nc2cc(S(=O)(=O)N3CCOCC3)ccc21 do in these assays?
NTR1 agonist: -0.3; NS5 inhibitors: 1%; UTI89 phage lysis: 0.1%[50 µM]; NTR1 agonist cell count 20 µM: 61

How did Cc1nn(CC(=O)NC2CCS(=O)(=O)C2)c(C)c1[N+](=O)[O-] (configuration not stated) do in these assays?
NTR1 agonist: 0.5; NS5 inhibitors: 1%; UTI89 phage lysis: 4.4%; NTR1 agonist cell count 20 µM: 47

What do the screens show for `CC(=O)c1cc2c(cc1NC(=O)Cc1c(C)noc1C)OCO2`?
NTR1 agonist: -1.5; NS5 inhibitors: 8%; UTI89 phage lysis: 0.6%; NTR1 agonist cell count 20 µM: 48

How did CC(C(=O)Nc1ccon1)N1C(=O)c2ccccc2S1(=O)=O (configuration not stated) do in these assays?
NTR1 agonist: -0.1; NS5 inhibitors: 2%; UTI89 phage lysis: 0.4%[50 µM]; NTR1 agonist cell count 20 µM: 70

Results for CCN(CC(=O)NCc1ccc(F)cc1)C(=O)CCNS(=O)(=O)c1cccc(C)c1 ?
NTR1 agonist: 0.6; NS5 inhibitors: -1%; UTI89 phage lysis: 1.0%[50 µM]; NTR1 agonist cell count 20 µM: 82

How did COc1ccc(NC(=O)CN2C(=O)NC3(CCCCCC3)C2=O)cc1Cl do in these assays?
NTR1 agonist: 2.7; NS5 inhibitors: -4%; UTI89 phage lysis: 1.3%; NTR1 agonist cell count 20 µM: 50

How did O=S(=O)(c1ccc(Oc2ccc(Cl)cc2)nc1)N1CCOCC1 do in these assays?
NTR1 agonist: 1.6; NS5 inhibitors: -4%; UTI89 phage lysis: 2.5%[50 µM]; NTR1 agonist cell count 20 µM: 56

What do the screens show for `Cc1ccc(NC(=O)c2ccccc2F)c(NC(=O)c2ccccc2F)c1`?
NTR1 agonist: 0.4; NS5 inhibitors: 3%; UTI89 phage lysis: 1.1%; NTR1 agonist cell count 20 µM: 57

Results for Cc1c(Nc2ncccc2C(=O)O)cccc1C(F)(F)F ?
NTR1 agonist: 3.5; NS5 inhibitors: 3%; UTI89 phage lysis: -0.9%; NTR1 agonist cell count 20 µM: 59

What do the screens show for `Cc1c(NC(=O)c2cccc(NC(=O)COc3ccc(C#N)cc3)c2)c(=O)n(-c2ccccc2)n1C`?
NTR1 agonist: 0.8; NS5 inhibitors: 0%; UTI89 phage lysis: 0.7%[50 µM]; NTR1 agonist cell count 20 µM: 63

What do the screens show for `CC[C@H]1C(c2ccc(F)cc2)=NN(c2ccccc2)[C@@H]1CO`?
NTR1 agonist: 0.5; NS5 inhibitors: 3%; UTI89 phage lysis: 0.0%; NTR1 agonist cell count 20 µM: 62; NS5 inhibitors pilot replicate: 3.0

What do the screens show for `O=C(CCC(=O)N1CCN(c2ccccn2)CC1)c1ccc(Cl)s1`?
NTR1 agonist: -1.9; NS5 inhibitors: -5%; UTI89 phage lysis: 0.3%[50 µM]; NTR1 agonist cell count 20 µM: 52

Results for CCCCC/C=C\C/C=C\C/C=C\CCCCC(=O)O ?
NTR1 agonist: -0.1; NS5 inhibitors: -4%; UTI89 phage lysis: 0.9%; NTR1 agonist cell count 20 µM: 72

What do the screens show for `CCN(C(=O)COC(=O)CCc1ccc(OC)cc1)c1c(N)n(Cc2ccccc2)c(=O)[nH]c1=O`?
NTR1 agonist: -0.3; NS5 inhibitors: -2%; UTI89 phage lysis: 1.0%[50 µM]; NTR1 agonist cell count 20 µM: 59

What do the screens show for `Cc1cccc(OCC(=O)N2CCC3(CC2)CC(=O)c2ccccc2O3)c1`?
NTR1 agonist: 1.2; NS5 inhibitors: 0%; UTI89 phage lysis: -1.0%; NTR1 agonist cell count 20 µM: 59

How did O=C(c1cc(C2CC2)nn1-c1ccccc1)N1CCN(c2ncc(C(F)(F)F)cc2Cl)CC1 do in these assays?
NTR1 agonist: 4.5; NS5 inhibitors: 4%; UTI89 phage lysis: 0.9%[50 µM]; NTR1 agonist cell count 20 µM: 43

Next part (two carried over from the part before).
What do the screens show for `Cc1cccc(OCC(=O)N2CCC3(CC2)CC(=O)c2ccccc2O3)c1`?
NTR1 agonist: 1.2; NS5 inhibitors: 0%; UTI89 phage lysis: -1.0%; NTR1 agonist cell count 20 µM: 59

How did O=C(c1cc(C2CC2)nn1-c1ccccc1)N1CCN(c2ncc(C(F)(F)F)cc2Cl)CC1 do in these assays?
NTR1 agonist: 4.5; NS5 inhibitors: 4%; UTI89 phage lysis: 0.9%[50 µM]; NTR1 agonist cell count 20 µM: 43

How did CC(C)CN(C(=O)CCCSc1nc2ccccc2[nH]1)c1c(N)n(Cc2ccccc2)c(=O)[nH]c1=O do in these assays?
NTR1 agonist: 1.6; NS5 inhibitors: 3%; UTI89 phage lysis: 0.5%[50 µM]; NTR1 agonist cell count 20 µM: 67

What do the screens show for `Nc1c(C(=O)CSc2nnc(-c3ccccc3)o2)c(=O)[nH]c(=O)n1C1CC1`?
NTR1 agonist: 2.5; NS5 inhibitors: -10%; UTI89 phage lysis: 0.8%[50 µM]; NTR1 agonist cell count 20 µM: 55

How did COc1ccc(CC(=O)OCC(=O)NC2CC2)cc1 do in these assays?
NTR1 agonist: -1.0; NS5 inhibitors: 0%; UTI89 phage lysis: 1.0%[50 µM]; NTR1 agonist cell count 20 µM: 56

How did COc1cccc(CN2CCN(C(=O)c3ccco3)CC2)c1OC do in these assays?
NTR1 agonist: -0.8; NS5 inhibitors: -2%; UTI89 phage lysis: 0.9%; NTR1 agonist cell count 20 µM: 33

Results for O=C(O)c1cccc2c1C(=O)c1ccc(-c3ccc(F)cc3OCc3ccccc3)cc1S2(=O)=O ?
NTR1 agonist: 0.7; NS5 inhibitors: 50µM*; UTI89 phage lysis: -0.6%; NTR1 agonist cell count 20 µM: 47

What do the screens show for `CN(Cc1ccccc1)C(=O)c1ncn(Cc2ccccc2)c1C(=O)N(C)Cc1ccccc1`?
NTR1 agonist: 4.2; NS5 inhibitors: 0%; UTI89 phage lysis: -0.1%; NTR1 agonist cell count 20 µM: 51

Results for O=C(c1ccc([N+](=O)[O-])cc1)N1CCN(c2ncccn2)CC1 ?
NTR1 agonist: 0.9; NS5 inhibitors: -1%; UTI89 phage lysis: 0.6%; NTR1 agonist cell count 20 µM: 54

Results for CCN1C[C@@H]2[C@@H]3C(=O)N(Cc4ccccc4)C(=O)[C@@H]3[C@](Cc3ccccc3)(C(=O)OC)N2C1=NC1CCCCC1 ?
NTR1 agonist: 5.3; NS5 inhibitors: 3%; UTI89 phage lysis: 0.3%; NTR1 agonist cell count 20 µM: 58; NS5 inhibitors pilot replicate: 0.0

What do the screens show for `CC(C)Cn1c(SCC(=O)NCCCN2CCCC2=O)nc2ccccc21`?
NTR1 agonist: 0.1; NS5 inhibitors: -1%; UTI89 phage lysis: 0.9%[50 µM]; NTR1 agonist cell count 20 µM: 76

What do the screens show for `O=C(CSc1nccc(=O)[nH]1)Nc1ccc2ccccc2c1`?
NTR1 agonist: 0.9; NS5 inhibitors: 1%; UTI89 phage lysis: 0.4%[50 µM]; NTR1 agonist cell count 20 µM: 52

Results for CCN(C(=O)COC(=O)c1cc(OC)ccc1Br)C1CCS(=O)(=O)C1 (configuration not stated) ?
NTR1 agonist: 0.7; NS5 inhibitors: -3%; UTI89 phage lysis: -5.6%; NTR1 agonist cell count 20 µM: 54

What do the screens show for `C[C@@]12C(=O)N(Cc3ccco3)CC(=O)N1[C@H]1c3cc(Cl)ccc3OC[C@@H]1[C@@H]2c1ccccc1`?
NTR1 agonist: 0.1; NS5 inhibitors: 6%; UTI89 phage lysis: 1.5%; NTR1 agonist cell count 20 µM: 56

How did CC(NC(=O)c1ccc([N+](=O)[O-])o1)C1CC2CCC1C2 (configuration not stated) do in these assays?
NTR1 agonist: 3.7; NS5 inhibitors: 3%; UTI89 phage lysis: -4.7%; NTR1 agonist cell count 20 µM: 43

What do the screens show for `Cc1ccc(NC(=O)COC(=O)c2cccc(OC(F)F)c2)cc1S(=O)(=O)N1CCCCC1`?
NTR1 agonist: 0.5; NS5 inhibitors: 3%; UTI89 phage lysis: 0.8%[50 µM]; NTR1 agonist cell count 20 µM: 47

Results for O=C1C=C(c2cccc(Cl)c2)C[C@@H](c2ccc(F)cc2)C1 ?
NTR1 agonist: 5.3; NS5 inhibitors: -2%; UTI89 phage lysis: 2.9%; NTR1 agonist cell count 20 µM: 54

Results for COc1ccc(/C=C/C(=O)OCC(=O)NC2CCCC(C)C2C)cc1 (configuration not stated) ?
NTR1 agonist: -0.6; NS5 inhibitors: -1%; UTI89 phage lysis: 1.6%[50 µM]; NTR1 agonist cell count 20 µM: 67

Results for O=C(COC(=O)c1ccc(F)cc1Cl)NC1CCS(=O)(=O)C1 (configuration not stated) ?
NTR1 agonist: -0.4; NS5 inhibitors: -15%; UTI89 phage lysis: 0.2%[50 µM]; NTR1 agonist cell count 20 µM: 47

What do the screens show for `COc1ccc(NC(=O)COC(=O)Cc2coc3cc(OC)ccc23)c(OC)c1`?
NTR1 agonist: 1.4; NS5 inhibitors: 0%; UTI89 phage lysis: 1.1%; NTR1 agonist cell count 20 µM: 55

How did Cc1ccc(C)c(NC(=O)c2ccc(OCc3c(C)noc3C)cc2)c1 do in these assays?
NTR1 agonist: -2.4; NS5 inhibitors: -1%; UTI89 phage lysis: 0.6%[50 µM]; NTR1 agonist cell count 20 µM: 65

How did O=C(NCCNCCO)C1(C(F)(F)F)C/C(=C\CCO)CCCO1 (configuration not stated) do in these assays?
NTR1 agonist: 1.6; NS5 inhibitors: -2%; UTI89 phage lysis: 1.8%; NTR1 agonist cell count 20 µM: 55

Retrieved one by one from the list above (2):
Results for Cc1c(Nc2ncccc2C(=O)O)cccc1C(F)(F)F ?
NTR1 agonist: 3.5; NS5 inhibitors: 3%; UTI89 phage lysis: -0.9%; NTR1 agonist cell count 20 µM: 59

What do the screens show for `Nc1c(C(=O)CSc2nnc(-c3ccccc3)o2)c(=O)[nH]c(=O)n1C1CC1`?
NTR1 agonist: 2.5; NS5 inhibitors: -10%; UTI89 phage lysis: 0.8%[50 µM]; NTR1 agonist cell count 20 µM: 55

The list continues.
What do the screens show for `COc1cccc(CNC(=O)c2cc(S(=O)(=O)N3CCOCC3)ccc2N2CCCC2)c1`?
NTR1 agonist: 2.2; NS5 inhibitors: 2%; UTI89 phage lysis: 0.6%[50 µM]; NTR1 agonist cell count 20 µM: 63

How did COc1cc(CCCN2CCNC[C@@H]2C(C)O)cc(OC)c1OC (some centres not stated) do in these assays?
NTR1 agonist: 5.2; NS5 inhibitors: -4%; UTI89 phage lysis: 0.9%; NTR1 agonist cell count 20 µM: 63

Results for O=C(CSc1n[nH]c(-c2cccs2)n1)NCCc1ccccc1 ?
NTR1 agonist: 0.7; NS5 inhibitors: -5%; UTI89 phage lysis: 0.3%[50 µM]; NTR1 agonist cell count 20 µM: 66

What do the screens show for `COc1cccc(NC(=O)CN(C)C(=O)c2ccc(Cl)c(S(=O)(=O)N3CCCCCC3)c2)c1`?
NTR1 agonist: 0.2; NS5 inhibitors: -10%; UTI89 phage lysis: -0.7%[50 µM]; NTR1 agonist cell count 20 µM: 49

How did CN1CCN(S(=O)(=O)c2ccc(N(C)Cc3cccc(F)c3)nc2)CC1 do in these assays?
NTR1 agonist: -2.7; NS5 inhibitors: -5%; UTI89 phage lysis: 0.2%[50 µM]; NTR1 agonist cell count 20 µM: 63

What do the screens show for `CN(C)C(=O)c1ccc(NC(=O)c2ccc(-c3ccc(Cl)cc3)o2)cc1`?
NTR1 agonist: -0.1; NS5 inhibitors: -4%; UTI89 phage lysis: 11%; NTR1 agonist cell count 20 µM: 48

How did S=C(NCCc1ccccc1)Nc1nccs1 do in these assays?
NTR1 agonist: -0.5; NS5 inhibitors: -10%; UTI89 phage lysis: -1.9%; NTR1 agonist cell count 20 µM: 100

What do the screens show for `CCN(C1CCCCC1)S(=O)(=O)c1c(C)n(C)c(=O)n(C)c1=O`?
NTR1 agonist: -0.6; NS5 inhibitors: -7%; UTI89 phage lysis: 0.9%[50 µM]; NTR1 agonist cell count 20 µM: 66

Bioassay records (PubChem BioAssay)

Some of the compounds tested; count on the stated rates, not on these rows.
